Rat MKP-3 inhibitors: MKP-3 phosphatase inhibitors, primary screen, biochemical, rat enzyme, in vitro (AID 425); 0.17% of 110,000 active; one-dose inhibition, % at 20 µM; IC50 in µM for titrated hits; Dual specificity protein phosphatase 6 (Rattus norvegicus); recombinant MKP-3 phosphatase activity, fluorescence; higher % means a stronger effect; in the data active = inhibition above about 50%;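 also: plate controls were vehicle for no effect and reference inhibitor for full effect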
Hsp70 displacement: Hsp70 inhibitors, probe displacement, primary screen, biochemical, fluorescence polarization (AID 583). Heat shock 70 kDa protein 1A (Homo sapiens). displacement, % at 20 µM; hits with a dose series show IC50 in µM. Hsp70 fluorescence polarization probe displacement, mP; higher % means a stronger effect. 0.06% of 140,000 active; in the data active = displacement above about 50%;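 also: plate controls were vehicle for no effect and reference ligand for full effect; a part of the inactive calls stands beside numbers as strong as those of hits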
* = called active by the depositor; x = not tested or not shown; & = joins results of further samples. An excerpt; count on the stated rates, not on these rows.

Rat MKP-3 inhibitors,Hsp70 displacement,smiles
-3%,-2.3%,COc1ccccc1C(=O)Oc1ccc(N2C(=O)CCC2=O)cc1
5%,-5.4%,O=C1CC(c2ccc(OC(F)(F)F)cc2)c2ccc3ccccc3c2N1 (configuration not stated)
4%,-0.8%,COc1ccc(/C=C/C(=O)NC(=S)NCc2ccccc2)cc1OC
x,0.1%,CCNc1nc(NCC)nc(SCCOC(=O)c2ccccc2)n1
-3%,0.3%,Nc1cc(N)nc(SCc2cccnc2)n1
-6%,-3.7%,CCOc1ccc(-c2[nH]ncc2Oc2ccccc2OCC)c(O)c1
-4%,0.3%,CNc1ccc(C(O)(C(F)(F)F)C(F)(F)F)cc1C(O)(C(F)(F)F)C(F)(F)F
5%,-1.4%,NC(=O)CSc1nnc(-c2cc3ccccc3o2)n1Cc1ccccc1
13%,6.2%,CCOc1ccc(-n2c3nc4ccccc4nc3c3c(=O)n(Cc4ccco4)cnc32)cc1
3%,-1.6%,COc1ccc(NC(=O)CCNC(=O)Cn2cnc3ccccc3c2=O)c(OC)c1
-4%,1.0%,CC(=O)Nc1ccc(S(=O)(=O)N(C)S(=O)(=O)c2ccc(F)cc2)cc1
-1%,3.8%,COc1cc(C(=O)Nc2cc(C(F)(F)F)ccc2Cl)cc(OC)c1OC
x,2.1%,COc1ccc(Cl)cc1NC(=O)CSc1ncnc2c1oc1ccccc12
-12%,-4.8%,CCOc1ccc(S(=O)(=O)NCCCN2CCOCC2)c2ccccc12
2%,-2.0%,O=C(Nc1ccc2nc3c4ccccc4c4ccccc4c3nc2c1)N1CCOCC1
-3%,1.1%,CCC(CC)C(=O)NCc1ccccc1Cl
1%,0.9%,Cc1ccc(NC(=O)c2ccc3ccccc3n2)cc1
1%,0.3%,CCOC(=O)C1CCN(C(=O)c2cnn3c(C)cc(C)nc23)CC1
-7%,-0.3%,CCNc1nc2nonc2nc1NCC
-6%,-6.4%,C=CCn1c(SCc2ccccc2C#N)nnc1-c1ccccc1O

In another format: results already given
SMILES: O=C1CC(c2ccc(OC(F)(F)F)cc2)c2ccc3ccccc3c2N1 (configuration not stated)
- Rat MKP-3 inhibitors: 5%
- Hsp70 displacement: -5.4%

SMILES: NC(=O)CSc1nnc(-c2cc3ccccc3o2)n1Cc1ccccc1
- Rat MKP-3 inhibitors: 5%
- Hsp70 displacement: -1.4%

Continued.
Rat MKP-3 inhibitors,Hsp70 displacement,smiles
-6%,5.5%,COc1ccc(S(=O)(=O)NCCC(=O)NCc2cccs2)cc1
x,-1.0%,COc1ccc2c(c1OC)C(C1c3c(cc4c(c3OC)OCO4)CCN1C)OC2=O (configuration not stated)
5%,-1.9%,CCC1=NN2C(=N)/C(=C/c3ccc(-c4ccc(C)c(Cl)c4)o3)C(=O)N=C2S1
-14%,-5.8%,O=C(NCCCC(=O)N1CCOCC1)c1cccnc1
4%,-2.1%,COc1ccc(N2CCN(c3nc(NCCc4ccc(OC)c(OC)c4)nc(OC)n3)CC2)cc1
x,6.0%,O=C(Nc1ccccc1)C(Cc1cccs1)c1nn[nH]n1 (configuration not stated)
x,-1.0%,CCc1nc2scc(-c3cccs3)c2c(=O)o1
-2%,0.4%,O=C(CN1C(=O)c2ccccc2C1=O)Nc1ccccc1C(=O)N1CCCC1
1%,0.5%,COc1ccc(C(=O)NCCc2cccc(Cl)c2)cc1OC
x,1.2%,COc1cc(CNc2ccc3[nH]c(=O)[nH]c3c2)cc(Br)c1OCC(=O)NC(C)(C)C
-9%,-2.7%,CCOC(=O)N1CCN(S(=O)(=O)/C=C/c2ccccc2)CC1
-13%,x,Cc1nc2ccc(S(=O)(=O)NC(C(=O)NCc3cccs3)C(C)C)cc2s1 (configuration not stated)
-5%,-1.5%,CC(=O)Nc1ccc2c(c1)nc(CCN1CCOCC1)n2C
5%,-3.4%,N/C(=N\OC(=O)COc1ccc2ccccc2c1)c1ccc(Cl)cc1
-7%,6.5%,O=C(NCc1ccncc1)c1nnc(Cc2c(F)cccc2Cl)o1
-9%,-2.0%,Cc1ccc(-c2nnc(SCC(=O)Nc3ccccc3F)o2)cc1
-1%,0.3%,O=C(CN1CCN(S(=O)(=O)c2ccc(Cl)cc2)CC1)Nc1ccc2c(c1)OCCO2
-6%,-1.7%,CC(=O)C1=C(O)C(=O)N(CCCCCC(=O)O)C1c1ccc(N(C)C)cc1 (configuration not stated)
2%,-0.5%,CCOC(=O)c1ccc(NC(=O)Nc2nc(-c3ccccc3)cs2)cc1
-8%,2.3%,COc1ccc(N(CC(=O)NC2CCCCC2)S(=O)(=O)c2cccnc2)cc1

(continued)
Rat MKP-3 inhibitors,Hsp70 displacement,smiles
17%,-5.4%,CC(=O)Nc1ccc(N=Cc2nc(-c3ccc(C)cc3)oc2O)cc1
2%,-2.5%,Cc1ccccc1N1C(=O)c2ccc(-c3nc4ccccc4c(=O)o3)cc2C1=O
x,3.8%,CCOc1ccc(N2CC(C(=O)N3CCc4ccccc4C3)CC2=O)cc1 (configuration not stated)
0%,2.8%,COc1ccc(C(OC(=O)NC(O)C(Cl)(Cl)Cl)P(=O)(OC(C)C)OC(C)C)cc1 (configuration not stated)
0%,-0.4%,COCCOC(=O)C1=C(C)NC2=C(C(=O)CCC2)C1c1ccc(Cl)cc1Cl (configuration not stated)
-3%,-1.6%,Oc1c(C(c2ccco2)N2CCN(C(c3ccccc3)c3ccccc3)CC2)sc2ncnn12 (configuration not stated)
-9%,x,COC(=O)c1[nH]c2c(c1C)C(=O)CC(c1ccccc1)C2 (configuration not stated)
2%,6.1%,Cc1ccccc1OCC(=O)Nc1ccc2c(c1)OCO2
9%,-4.5%,O=C(NCCN1CCOCC1)c1cc2sccc2n1Cc1ccc(F)cc1
-6%,13%,COc1ccc(C(c2c(O)ccc3ccccc23)N2CCOCC2)c(OC)c1 (configuration not stated)
2%,0.2%,CC1=C(C(=O)Nc2ccc(Cl)cc2)C(c2ccc([N+](=O)[O-])cc2)NC(=S)N1 (configuration not stated)
x,-2.3%,O=C(NCc1ccco1)c1sc2cc(Cl)ccc2c1Cl
-8%,0.6%,Cc1ccc(-n2nnnc2SC(C)C(=O)Nc2ccc(Cl)cn2)cc1 (configuration not stated)
-7%,x,Cc1noc(C)c1S(=O)(=O)N1CCC(C(=O)N2CCN(c3ccc(F)cc3)CC2)CC1
x,-1.1%,CCOC(=O)C1(C(C)(C)CC)CC(CSc2nc3ccccc3[nH]2)OC1=O (configuration not stated)
4%,0.6%,COc1ccccc1OCC(=O)Nc1cccc(C(=O)O)c1
2%,-3.9%,CCOc1ccc(S(=O)(=O)N(CC(=O)NC2CCCCC2)c2ccc(C)cc2)cc1
0%,2.5%,COc1c(O)ccc(/C=N/NC(=O)c2cccnc2)c1[N+](=O)[O-]
0%,-1.3%,O=C(c1ccc(COc2c(F)c(F)c(F)c(F)c2F)o1)N1CCOCC1
x,5.5%,CCOc1cc(CNn2cnnc2)cc(Br)c1OCC(=O)NC1CCCCC1

Remaining list, next part.
Rat MKP-3 inhibitors,Hsp70 displacement,smiles
1%,-0.7%,CCc1ccc(NC(=O)COc2ccc(C)c(C)c2)cc1
1%,-2.5%,N#Cc1ccc(COc2ccc(CCO)cc2-n2nc3ccccc3n2)cc1
-2%,-2.2%,O=S(=O)(NC1CCCCC1NS(=O)(=O)c1ccc(F)cc1)c1ccc(F)cc1 (configuration not stated)
3%,-0.7%,COc1ccc(CN2CC=C(Cc3ccccc3)CC2)cc1
-10%,-1.1%,CCOc1ccc(Oc2nc(NCC(C)C)nc(N(C)C)n2)nn1
4%,-1.5%,Cc1cc(C(=O)N2CCc3ccccc32)n(-c2ccccc2)n1
-9%,x,Clc1ccc2oc(-c3ccccc3)nc2c1
2%,-3.8%,O=C1NCCCC1C(=O)N1CCN(C(=O)C2CCCNC2=O)CC1 (configuration not stated)
0%,0.0%,CC(=O)Nc1ccc(S(=O)(=O)NC2(C(F)(F)F)NC(=O)N(C3CCCC3)C2=O)cc1 (configuration not stated)
-1%,7.5%,COc1ccc(N2C(=O)S/C(=C/c3cccc(Br)c3)C2=O)cc1
7%,2.9%,C=CCOC(=O)C1=C(C)OC(N)=C(C#N)C1c1ccccc1F (configuration not stated)
-2%,-4.8%,CCOC(=O)c1ccn(-c2nc(-c3ccco3)cc(C(F)(F)F)n2)n1
54%*,26%,CCOc1ccc(N(CC(=O)NCc2ccc(Cl)cc2)S(=O)(=O)c2ccc(Br)cc2)cc1
-6%,9.4%,CNC(=O)c1cc2c(=O)n3cc(C)ccc3nc2n(C(C)C)c1=N
-2%,2.0%,CCOC(=O)CC(=O)CSc1nc(C)nc2c1oc1ccccc12
7%,-1.5%,O=C(NCc1ccco1)c1cc2ccccc2c(=O)o1
0%,-0.8%,COc1ccc(C(=O)NC(c2ccccc2)c2ccccc2)cc1OC
x,-2.6%,O=C(c1ccccc1)N1CCC(c2nc(-c3ccc(S(=O)(=O)N4CCOCC4)cc3)no2)CC1
-7%&1%,3.5%&-2.3%,O=C(Nc1ccncc1)c1cc2ccccc2o1
-4%,5.1%,CCOc1ccccc1NC(=O)N1C2CCCC1CC(NC(=O)C1CC1)C2 (configuration not stated)

(more compounds)
Rat MKP-3 inhibitors,Hsp70 displacement,smiles
11%,2.3%,CNC(=O)C1CCC(=O)N1Cc1ccc(C)cc1 (configuration not stated)
3%,1.1%,C=C(C)COc1ccc2oc(-c3ccccc3)c(C(=O)OCC)c2c1
-1%,-0.5%,O=c1c(-c2ccccc2)coc2c(CN3CCOCC3)c(O)ccc12
-2%,-0.8%,Cc1cc(-c2nnc(SCC(=O)NC3CCCC3)o2)no1
-4%,-1.8%,CN(C)/C=N/c1c(C#N)cnn1-c1ncnc2sc(-c3ccccc3)cc12
0%,0.1%,COC(=O)c1ccc(C(=O)OC)c(NC(=O)C(C)Oc2ccccc2)c1 (configuration not stated)
0%,-4.9%,O=C(NC(=S)Nc1cccc(F)c1)c1ccccc1
0%,0.5%,Cc1ccc(-c2nc3cc(Cl)cc(Cl)c3o2)cc1NC(=O)c1ccc2c(c1)OCCO2
0%,-1.1%,CC(=O)Nc1ccc(S(=O)(=O)N2CCSC2c2ccccc2Cl)cc1 (configuration not stated)
0%,-1.7%,C=CCN(CC=C)C(=O)COc1ccccc1
-4%,3.6%,CC1CN(c2cc3nccnc3cc2F)CC(C)O1 (configuration not stated)
x,0.2%,Cc1ccc(C2CC(=O)c3cnc(N4CCc5ccccc5C4)nc3C2)cc1 (configuration not stated)
1%,0.0%,O=c1[nH]c(NCCO)nc2sc3c(c12)CCCC3
x,-2.9%,O=C(O)CSc1cnc2ccccc2n1
0%,3.0%,O=c1[nH]c(N2CCc3ccccc3C2)nc2c1CCCC2
9%,1.3%,COC(=O)c1[nH]c2ccc(C)cc2c1NC(=O)CN1CCCc2ccccc21
x,-3.0%,Cc1cc(=O)[nH]c(SCC(=O)Nc2ccc(Br)cc2)c1C#N
x,3.6%,CC(C)N=Cc1c(O)[nH]c2ccccc12
4%,1.8%,CC(/C=C1\SC(=S)N(C(C(=O)O)C(C)C)C1=O)=C\c1ccccc1 (configuration not stated)
0%,-1.0%,COc1ccc(/C=C2\SC(=S)N(CC(=O)Nc3nccs3)C2=O)cc1OC

The results go on:
Rat MKP-3 inhibitors,Hsp70 displacement,smiles
-7%,0.9%,CCCCCn1c(=O)[nH]c2cc(C(=O)NCCCN3CCCCC3)ccc2c1=O
-16%,8.4%,Cc1cc(N2C(=O)C(O)=C(C(=O)c3ccco3)C2c2cccnc2)no1 (configuration not stated)
3%,0.2%,Cc1ccc(CN2CCN(N=Cc3ccc(N(C)C)cc3)CC2)c(C)c1
-2%,5.4%,O=C(Nc1nc2ccc(S(=O)(=O)N3CCCC3)cc2s1)C1CCCO1 (configuration not stated)
-1%,-8.1%,COc1ccc(CNS(=O)(=O)c2ccccc2[N+](=O)[O-])cc1
3%,3.2%,COc1cc([N+](=O)[O-])ccc1NC(=O)c1ccc(I)cc1
10%,-0.5%,Cc1nc2ccc(Br)cn2c(=O)c1Cl

Seven of the entries above in order of their number in Hsp70 displacement, lowest first:
Rat MKP-3 inhibitors,Hsp70 displacement,smiles
-1%,-8.1%,COc1ccc(CNS(=O)(=O)c2ccccc2[N+](=O)[O-])cc1
10%,-0.5%,Cc1nc2ccc(Br)cn2c(=O)c1Cl
3%,0.2%,Cc1ccc(CN2CCN(N=Cc3ccc(N(C)C)cc3)CC2)c(C)c1
-7%,0.9%,CCCCCn1c(=O)[nH]c2cc(C(=O)NCCCN3CCCCC3)ccc2c1=O
3%,3.2%,COc1cc([N+](=O)[O-])ccc1NC(=O)c1ccc(I)cc1
-2%,5.4%,O=C(Nc1nc2ccc(S(=O)(=O)N3CCCC3)cc2s1)C1CCCO1 (configuration not stated)
-16%,8.4%,Cc1cc(N2C(=O)C(O)=C(C(=O)c3ccco3)C2c2cccnc2)no1 (configuration not stated)

Structures from the list above that contain two or more sulfur atoms (9):
Rat MKP-3 inhibitors,Hsp70 displacement,smiles
-4%,1.0%,CC(=O)Nc1ccc(S(=O)(=O)N(C)S(=O)(=O)c2ccc(F)cc2)cc1
-6%,5.5%,COc1ccc(S(=O)(=O)NCCC(=O)NCc2cccs2)cc1
x,-1.0%,CCc1nc2scc(-c3cccs3)c2c(=O)o1
-13%,x,Cc1nc2ccc(S(=O)(=O)NC(C(=O)NCc3cccs3)C(C)C)cc2s1 (configuration not stated)
-2%,-2.2%,O=S(=O)(NC1CCCCC1NS(=O)(=O)c1ccc(F)cc1)c1ccc(F)cc1 (configuration not stated)
0%,-1.1%,CC(=O)Nc1ccc(S(=O)(=O)N2CCSC2c2ccccc2Cl)cc1 (configuration not stated)
4%,1.8%,CC(/C=C1\SC(=S)N(C(C(=O)O)C(C)C)C1=O)=C\c1ccccc1 (configuration not stated)
0%,-1.0%,COc1ccc(/C=C2\SC(=S)N(CC(=O)Nc3nccs3)C2=O)cc1OC
-2%,5.4%,O=C(Nc1nc2ccc(S(=O)(=O)N3CCCC3)cc2s1)C1CCCO1 (configuration not stated)
